IDH1 R132H inh: inhibitors of human mutant IDH1 R132H; Potency, µM (doses to about 76.6 µM), for the others: at the highest dose activity change, negative = inhibition, most hits filed as inhibitors; O75874; IDH1-R132H enzyme, NADPH consumption, diaphorase/resazurin fluorescence; 390,000 tested, 0.093% active; AID 602179; also: % is scaled to controls: 0 for no effect and ±100 for the full control effect; nearly all actives have a fitted effect of over 65% in size
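IDH1-R132H (0.5 ug/mL dispensed) in pH 7.5 Tris buffer was preincubated 30 min with compound, then given a substrate mix of 0.016 mM NADPH and 2 mM alpha-KG for 80 min at room temperature; remaining NADPH was read by diaphorase/resazurin fluorescence.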
RGS4 inhibitor: human RGS4 inhibition. 390,000 tested, 0.039% active. AID 504845. Potency, µM (series often up to 114 µM), for inactives: top-dose activity change, negative = inhibition, hits mostly inhibitors. Transcreener GDP fluorescence polarization, RGS4-accelerated GTP hydrolysis; also: % is scaled to controls: 0 for no effect and ±100 for the full control effect; nearly all actives have a fitted effect of over 75% in size; some results filed as inactive show a strong effect at the top dose
Target sequence (P49798 whole entry, looked up): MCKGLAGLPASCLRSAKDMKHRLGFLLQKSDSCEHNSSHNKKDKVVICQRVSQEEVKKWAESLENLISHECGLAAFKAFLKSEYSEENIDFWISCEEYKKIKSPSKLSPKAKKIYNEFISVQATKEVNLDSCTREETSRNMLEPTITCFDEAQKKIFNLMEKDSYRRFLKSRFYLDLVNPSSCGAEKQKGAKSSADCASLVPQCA
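MLSMR compounds (23 nl, pin-transferred) preincubated 10 min at room temperature with a 500nM (2x) first reagent, then RGS4 at 900nM (2x) plus Transcreener GDP mix added; fluorescence polarization (620/688 nm) read before and after 90 min at 30 °C.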
TrxR1 substrate: is turned over as a substrate by rat TrxR1; Potency, µM (top dose mostly 114 µM), without a hit: at the highest dose activity change, negative = substrate turnover; purified TrxR1 substrate turnover, NADPH consumption readout; O89049; 390,000 tested, 0.01% active; also: % is scaled to controls: 0 for no effect and ±100 for the full control effect; nearly all actives have a fitted effect of over 50% in size
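Rat TrxR1, dispensed at 90 nM, was prereduced with 400 uM NADPH (final) for 5 min at ~22 deg C, then incubated with compound 15 min before 400 uM selenite. A first-read NADPH fluorescence drop versus no-compound background flagged substrates.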
Vif-APOBEC3G blk: inhibitors of Vif-APOBEC3G interaction; Q9HC16; HeLa A3G-eYFP + Vif (tagged APOBEC3G with the HIV-1 protein that degrades it), YFP fluorescence, overnight; Potency, µM (doses to about 46.1 µM), inactives show at the highest dose activity, negative = active, hits mostly inhibitors; 410,000 tested, 0.076% active;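 also: % is scaled to controls: 0 for no effect and ±100 for the full control effect; nearly all actives have a fitted effect of over 60% in size; hits raise eYFP signal because A3G escapes Vif-driven loss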
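HeLa cells stably expressing Vif and C-terminally eYFP-tagged A3G, seeded overnight at 37 deg C, then exposed to compound by pintool overnight at 37 deg C. Rise in yellow fluorescence (Ex 488/Em 500-530, Acumen) marks blocked Vif-driven A3G degradation.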
RXFP1 agonist: activates the human relaxin receptor RXFP1. 370,000 tested, 0.3% active. AID 2676. HEK293T-RXFP1 cAMP TR-FRET, 30 min; response scale: percent of porcine relaxin response, buffer zero. Potency, µM (doses to about 57.5 µM), for the others: top-dose activation, most hits filed as activators. Q9HBX9; also: % is scaled to controls: 0 for no effect and ±100 for the full control effect; nearly all actives have a fitted effect of over 60% in size; many of its hits are not listed in these tables
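HEK293 cells stably expressing RXFP1, treated 30 min at 37C with compounds plus PDE4 inhibitor Ro 20174; cAMP measured by HTRF TR-FRET. Normalized to buffer and 29 nM porcine relaxin; EC50 by Hill fit.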
Vif-APOBEC3F blk: blocks the Vif interaction with APOBEC3F. Potency, µM (series often up to 46.1 µM), inactives show at the top dose activity, negative = active. 390,000 tested, 0.2% active. HeLa A3F-eYFP + Vif (tagged APOBEC3F with the HIV-1 protein that degrades it), YFP fluorescence increase; also: % of control where 0% means no effect; nearly all actives have a fitted effect of over 65% in size
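HeLa cells stably expressing Vif plus C-terminally eYFP-tagged A3F were seeded, incubated overnight at 37 deg C, dosed with compound, incubated overnight again at 37 deg C. Yellow fluorescence (Ex 488/Em 500-530) reported blocked Vif-mediated A3F-eYFP degradation.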
USP1-UAF1 inh: USP1/UAF1 (human) deubiquitinase inhibition; AID 743255; 390,000 tested, 0.23% active; O94782; Potency, µM (series often up to 57.1 µM), without a hit: at the top dose activity change, negative = inhibition, actives largely listed as inhibitors; recombinant USP1/UAF1, Ub-Rhodamine cleavage fluorescence; also: % is scaled to controls: 0 for no effect and ±100 for the full control effect; nearly all actives have a fitted effect of over 60% in size; inactives centre near -12
Target sequence (O94782 whole entry, looked up): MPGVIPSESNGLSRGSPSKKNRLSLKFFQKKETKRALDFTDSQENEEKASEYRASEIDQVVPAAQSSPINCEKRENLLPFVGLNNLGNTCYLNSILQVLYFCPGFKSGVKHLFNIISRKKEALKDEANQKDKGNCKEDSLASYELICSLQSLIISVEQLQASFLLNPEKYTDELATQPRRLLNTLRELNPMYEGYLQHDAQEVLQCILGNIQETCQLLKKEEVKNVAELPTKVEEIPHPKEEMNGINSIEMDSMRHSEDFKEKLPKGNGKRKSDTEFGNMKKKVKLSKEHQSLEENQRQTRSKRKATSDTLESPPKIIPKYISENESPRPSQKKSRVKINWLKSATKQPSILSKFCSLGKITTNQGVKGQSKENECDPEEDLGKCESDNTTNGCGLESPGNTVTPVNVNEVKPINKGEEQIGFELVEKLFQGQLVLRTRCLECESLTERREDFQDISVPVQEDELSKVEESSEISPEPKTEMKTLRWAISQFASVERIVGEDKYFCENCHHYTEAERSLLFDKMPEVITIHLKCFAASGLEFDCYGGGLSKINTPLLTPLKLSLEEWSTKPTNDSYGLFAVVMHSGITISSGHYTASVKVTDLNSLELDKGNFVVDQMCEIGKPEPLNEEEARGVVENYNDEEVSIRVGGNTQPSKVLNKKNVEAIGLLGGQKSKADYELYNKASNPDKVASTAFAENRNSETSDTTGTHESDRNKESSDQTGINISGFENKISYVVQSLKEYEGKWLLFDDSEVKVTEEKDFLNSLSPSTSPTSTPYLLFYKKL
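1 nM enzyme complex + cpd, 15 min RT; start with Ub-Rho 150nM final; kinetic fluorescence ex 480/em 540, 6 reads q60 s. Buffer 50mM HEPES pH 7.8, 0.5mM EDTA, 0.1 mg/ml BSA, 1mM TCEP, 0.01% Tween-20.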
rTrxR1 inhibitor: blocks rat thioredoxin reductase 1. recombinant rTrxR1, NADPH fluorescence consumption, selenite substrate. Potency, µM (series often up to 114 µM), inactives show at the top dose activity change, negative = inhibition, most hits filed as inhibitors. 390,000 tested, 1% active. O89049; also: % is scaled to controls: 0 for no effect and ±100 for the full control effect; nearly all actives have a fitted effect of over 65% in size
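Rat TrxR1 (90 nM in the dispensed reagent) was pre-reduced with 400 uM NADPH for 5 min at room temperature, then incubated with compound for 15 min. After 400 uM selenite was added, NADPH fluorescence (Ex 340/Em 450 nm) was followed for 8 min.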
ALOX12 inh: blocks human arachidonate 12S-lipoxygenase; 580,000 tested, 1.1% active; Potency, µM (series often up to 108 µM), for the others: at the highest dose activity change, negative = inhibition, most hits filed as inhibitors; purified 12hLO, xylenol orange hydroperoxide absorbance; P18054; AID 1671190; also: % is scaled to controls: 0 for no effect and ±100 for the full control effect
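Hydroperoxide product was detected by ferrous iron/xylenol orange as the 573 to 405 nm absorbance ratio. Arachidonic acid at 40 uM (final) was turned over for 30 min at room temperature by 150 nM human 12hLO, pH 7.0 Hepes buffer, after 15 min compound preincubation.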
* = called active by the depositor; ? = inconclusive; · = not tested or not shown; & = joins results of further samples; [ ] = remark or other dose. Calls follow the shape of the dose curve; as a rule, active = well fitted curve in the direction sought with a large enough effect; inconclusive = small, poorly fitted or top-dose-only effect, or another doubt; inactive = no such curve, though single readings can be large; an effect the other way counts as inactive or inconclusive. Potency is read from the fitted curve at half-maximal effect. The list is partial (hit frequency here may not be typical).

SMILES	IDH1 R132H inh	RGS4 inhibitor	TrxR1 substrate	Vif-APOBEC3G blk	RXFP1 agonist	Vif-APOBEC3F blk	USP1-UAF1 inh	rTrxR1 inhibitor	ALOX12 inh
CCCCc1[nH]nc2c1C1(C(=O)N(CC)c3ccccc31)C(C#N)=C(N)O2 (stereo not given)	4%	32%	-8%	0%	-0.2%	1%	-10%	-7%	5%
COc1cc(CNn2c(C)n[nH]c2=S)cc(Cl)c1OCc1ccc(F)cc1	13%	-37%	-11%	0%	0.6%	-11%	-17%	-12%	?
COc1cc(/C=C/C(=O)Nc2nnc(CC(C)(C)C)s2)cc(OC)c1OC	2%	?	43%[activator][57.1 µM]	0%	0.3%	0%	-12%	-15%[57.1 µM]	?
COC(=O)c1sc(NC(=O)CSc2nnc(C(C)C)n2C)nc1C	2%	-27%	-5%	2%	2.6%	4%	-5%	-13%	0%
CCOC(=O)N1CCC(NC(=O)CNS(=O)(=O)c2ccc(Br)s2)CC1	1%	8%	1%	-20%	1.4%	-4%	-11%	20%	-10%
Cc1ccc2c(c1)[C@H]1[C@H](CO2)[C@H](c2ccccc2)[C@]2(C)C(=O)Nc3cc(F)c(F)cc3C(=O)N12	-9%	12%	2%	?	·	-15%	-28%	14%	0%
O=C(CCN1C(=O)c2ccccc2C1=O)C1=NN[C@@H]2C(=O)N(c3ccc4c(c3)OCO4)C(=O)[C@H]12	2%	2%	5%[57.1 µM]	0%	0.0%	14%	-12%	0%[57.1 µM]	-6%
COCCn1nnnc1C(c1ccc2ncccc2c1)N1CCN(c2ccccc2F)CC1 (stereo not given)	0%	-19%	-5%	1%	3.2%	-2%	-4%	5%	?
Cc1ccc(-c2cc(C(=O)OCC(=O)NC3CC3)c3ccccc3n2)cc1	0%	6%	26%	1%	-2.0%	-1%	-14%	15%	0%&-5%
Cc1ccccc1-c1cc(C(=O)NCc2cccs2)nn1CC1CC(c2cccc([N+](=O)[O-])c2)=NO1 (stereo not given)	0%	11%	13%[57.1 µM]	0%	-1.6%	6%	-4%	45%	-19%
COc1ccc(CCN(C)C(=O)c2ccc(S(=O)(=O)Nc3ccccc3C)cc2)cc1OC	0%	2%	-11%	-1%	-0.1%	-1%	-5%	-5%	478%[activator]
O=C(NC1CCCC1)C(=O)N(Cc1cccnc1)C(C(=O)NCC1CCCO1)c1ccco1 (stereo not given)	4%	-17%	6%	6%	2.5%	2%	-19%	12%	1%
COc1ccc(C2CC(c3cccs3)=NN2S(=O)(=O)c2ccc(C)cc2)cc1 (stereo not given)	2%	-32%	-1%	2%	·	-7%	-8%	-6%	0%
Cc1c(CC(=O)NCCCCCC(=O)O)c(=O)oc2c(C)c3oc4c(c3cc12)CCCC4	2%	-11%	21%	-6%	4.5%	-6%	-18%	2%	?
COc1ccc(N(CC(=O)NCCSc2ccccn2)S(=O)(=O)c2ccc(C)cc2)cc1OC	4%	15%	-6%	1%	-1.9%	-14%	?	4%	-14%
O=C(NCCF)C1Nc2ccc(OC(F)(F)F)cc2C2C=CCC12 (stereo not given)	2%	?	1%	-4%	·	-6%	?	?	1%
CCOC(=O)N1CCC(NC(=O)c2cnn(-c3cccc(C)c3)c2C2CCN(C(=O)OC(C)(C)C)CC2)CC1	0%	5%	-3%	1%	-0.6%	-8%	3%	15%	1%
O=S(=O)(c1ccccc1)C1(S(=O)(=O)c2ccccc2)CCCC1	3%	-2%	1%	-4%	1.4%	1%	-15%	12%	-6%
COc1ccc(C2=NN(C(=O)CSc3nc4ncc(Cl)cc4[nH]3)C(c3ccco3)C2)cc1 (stereo not given)	-10%	-24%	0%	-1%	3.8%	-5%	-22%	?	?
COc1ccccc1Oc1ccccc1C(=O)O	-1%	33%	0%	0%	-0.8%	-3%	3%	11%	-31%
CCN(CC)Cc1c(O)ccc2c(=O)c(-c3ccc(Cl)cc3)coc12	-7%	33%	63%[activator]	7%	4.3%	1%	3%	-28%	5%
COC(=O)c1ccc(COc2ccc3c4c(c(=O)oc3c2)CCC4)o1	3%	11%	27%[57.1 µM]	0%	7.9%	1%	-8%	13%[57.1 µM]	5%
O=[N+]([O-])c1ccc(N2CCN(c3ccc(Cl)nn3)CC2)cc1NC1CC1	6%	-5%[56.9 µM]	2%	0%	·	-16%	-6%	-6%	-6%
CCC(=O)N(Cc1ccc(C)cc1)Cc1cc2cc3c(cc2[nH]c1=O)OCO3	8%	-10%	5%	4%	-0.5%	-7%	-8%	8%	-17%
O=C(CCSCc1ccc(Cl)cc1)NCc1cccs1	-3%	6%	6%[57.1 µM]	1%	0.9%	-2%	-17%	4%[57.1 µM]	1%
Next section
SMILES	IDH1 R132H inh	RGS4 inhibitor	TrxR1 substrate	Vif-APOBEC3G blk	RXFP1 agonist	Vif-APOBEC3F blk	USP1-UAF1 inh	rTrxR1 inhibitor	ALOX12 inh
CCOc1ccc(/C=N/NC(=O)c2nnn(-c3nonc3N)c2CN2CCC(C)CC2)cc1	-5%	9%	-6%[57.1 µM]	-1%	-0.4%	5%	-22%	3%[57.1 µM]	0%
CC(=O)c1ccc(NC(=O)Cn2c3ccccc3c3nc(=O)cc(C)n32)cc1	-10%	-14%[11.4 µM]	1%	-1%	0.2%	1%	-20%	20%	-12%
CCC/C(O)=C1\C(=O)CC(c2ccccc2)CC1=NC(C)C(=O)O (stereo not given)	5%	-12%	0%[57.1 µM]	-1%	1.2%	8%	-1%	15%[57.1 µM]	5%
COc1ccc(C(=O)O/N=C(\C)c2cnccn2)cc1	-4%	16%	7%[57.1 µM]	-6%	-0.1%	4%	2%	27%[57.1 µM]	468%[activator]
CCOc1ncccc1C(=O)NC(C)CCc1ccccc1 (stereo not given)	8%	-1%	12%[57.1 µM]	-1%	3.8%	-34%	-22%	2%[57.1 µM]	0%
CC1(C)Cc2c(sc(NC(=O)C(=O)N3CCCC3)c2C(=O)O)CO1	0%	10%	-2%	0%	-2.0%	-1%	-11%	6%	10%
C/C(O)=C(\C#N)c1nc2ccccc2[nH]1	10%	-9%	-12%	2%	-1.7%	-10%	2%	-11%	12%
CN(CC(=O)Nc1ccccc1-c1ccccc1)Cc1ccccc1Cl	11%	0%	4%[57.1 µM]	-4%	0.2%	0%	-17%	7%[57.1 µM]	0%
COc1ccc(C(=O)NC(C(=O)N2CCN(C/C=C/c3ccccc3)CC2)C(C)C)cc1 (stereo not given)	2%	·	·	-9%	·	-3%	-16%	·	-8%
COc1ccc(C(=O)Nc2ccc(NC(=O)c3cc(OC)c(OC)c(OC)c3)cn2)cc1	0%	-8%	30%[activator]	-1%	?	2%	-16%	18%	20%
Cc1ccc(N2CCN(S(=O)(=O)c3ccc4oc(=O)c5ncn(C)c5c4c3)CC2)c(C)c1	3%	3%	2%	6%	7.1%	-4%	?	22%	-19%
COc1ccc(OC)c(/C=N/NC(=O)c2[nH]nc3c2CCc2ccccc2-3)c1	7%	-5%[11.4 µM]	69%[activator]	-12%	3.2%	-1%	-8%	64%[activator]	8%
CCOc1cc(CNc2ncnc3nc[nH]c23)ccc1OC	2%	-10%	3%	0%	0.8%	5%	?	12%	2%
CCC(=O)c1ccc(OCC(O)CN2CCN(S(=O)(=O)N3CCCCC3)CC2)cc1 (stereo not given)	7%	5%	-7%[57.1 µM]	0%	-0.2%	-7%	-20%	8%[57.1 µM]	0%
COc1ccc(CCNC(=O)CSc2nc(C)nc3sccc23)cc1OC	-8%	23%	3%	-4%	0.0%	3%	-23%	23%	32%[activator]
O=C(NNC(=S)Nc1ccc(Cl)cc1Cl)c1ccncc1	-2%	?	-9%[11.4 µM]	0%	1.6%	-10%	-6%	-23%[11.4 µM]	-28%
COC(=O)C1CN(C(=O)COc2ccc(Cl)cc2C)c2ccccc2O1 (stereo not given)	2%	37%	-5%	2%	-0.3%	1%	-17%	4%	88%[activator]
Cc1c(CN2CCC(C(=O)Nc3ccc(Oc4ccccc4)nc3)CC2)cnn1C	-5%	0%	-4%	0%	1.0%	6%	-29%	-3%	15%
CC(C)(C)N1CC2([N+](=O)[O-])CN(C(C)(C)C)CC([N+](=O)[O-])(C1)C2	-1%	13%	2%[57.1 µM]	-1%	1.8%	-11%	-21%	6%[57.1 µM]	0%
CN(C)CCOCCP(=O)(c1ccccc1)c1ccccc1	-3%	11%	2%[57.1 µM]	3%	1.3%	-12%	-8%	0%[57.1 µM]	-4%
CCn1c(SCc2nc(-c3cccs3)no2)nnc1-c1c[nH]c2ccccc12	2%	0%	-16%	-3%	1.3%	1%	-2%	-13%	39%[activator]
O=C(NCc1ccco1)c1nc2c(nnn2Cc2cccc(Cl)c2)c(=O)[nH]1	7%	0%	3%	0%	-2.8%	-12%	-21%	-11%	-12%
O=C(Nc1nc2ccsc2c(=O)s1)c1ccco1	10%	-26%	-4%[57.1 µM]	-27%	0.0%	-30%	-10%	7%[57.1 µM]	0%
